Compound activity (PubChem BioAssay)
PLK1 PBD block = qHTS for Inhibitors of PLK1-PDB (polo-like kinase 1 - polo-box domain): Primary Screen; Serine/threonine-protein kinase PLK1 (Homo sapiens), P53350; Potency, µM, inactives show max response, negative = inhibition, actives largely listed as inhibitors; actives 2.8% (n = 360,000); Plk1 PBD binding of FITC phosphopeptide, fluorescence polarization; AID 720504, 2013; further: potency means the concentration at half of the fitted maximal effect; series mostly up to about 57 µM; on the % scale 0 is the no-effect control and ±100 the full control effect; nearly all actives have a fitted effect of over 65% in size
Target sequence (P53350 whole entry, looked up, the tested form may be a part): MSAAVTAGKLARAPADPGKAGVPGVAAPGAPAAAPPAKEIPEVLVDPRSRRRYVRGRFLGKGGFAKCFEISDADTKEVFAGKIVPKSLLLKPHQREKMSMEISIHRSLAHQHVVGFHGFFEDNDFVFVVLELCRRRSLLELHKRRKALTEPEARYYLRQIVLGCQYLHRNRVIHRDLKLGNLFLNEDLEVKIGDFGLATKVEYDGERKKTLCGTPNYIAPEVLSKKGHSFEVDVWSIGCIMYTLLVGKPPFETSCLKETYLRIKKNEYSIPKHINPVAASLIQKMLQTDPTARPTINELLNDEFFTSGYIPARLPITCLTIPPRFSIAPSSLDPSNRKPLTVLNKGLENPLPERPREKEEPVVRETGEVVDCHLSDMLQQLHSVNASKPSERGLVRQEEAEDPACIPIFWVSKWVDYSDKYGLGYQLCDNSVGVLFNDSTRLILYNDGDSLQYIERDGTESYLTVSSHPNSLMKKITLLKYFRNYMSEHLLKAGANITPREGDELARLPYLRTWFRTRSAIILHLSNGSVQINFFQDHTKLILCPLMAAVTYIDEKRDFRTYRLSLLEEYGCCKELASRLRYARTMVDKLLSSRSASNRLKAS
WRN inhibitor = qHTS for Inhibitors of WRN Helicase | Bifunctional 3'-5' exonuclease/ATP-dependent helicase WRN (Homo sapiens), Q14191 | WRN helicase unwinding, fluorescent forked duplex, kinetic | Potency, µM (doses to about 114 µM), for the others: at the highest dose activity change, negative = inhibition, actives largely listed as inhibitors | actives 0.46% (n = 360,000) | AID 651768, 2012; further: potency means the concentration at half of the fitted maximal effect; on the % scale 0 is the no-effect control and ±100 the full control effect; nearly all actives have a fitted effect of over 55% in size
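WRN at 20 nM final was preincubated with compound for 15 min at room temperature; reaction started with 100 nM forked duplex oligonucleotide carrying fluorophore and quencher plus 2 mM ATP (final). Unwinding followed kinetically by red fluorescence (ex 525/em 598 nm).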
EPAC1 ag = qHTS for Agonist of cAMP-regulated guanine nucleotide exchange factor 3 (EPAC1): primary screen. EPAC1 agonist qHTS, biochemical assay; response scale: 100% = response to 6.5 mM cAMP. actives 0.073% (n = 360,000). AID 720707, 2013. Potency, µM (series often up to 154 µM), for the others: at the highest dose activation, hits mostly activators; further: potency means the concentration at half of the fitted maximal effect; nearly all actives have a fitted effect of over 60% in size
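Nucleotide exchange by EPAC1 (100 nM) on Rap1B–BODIPY-GDP (250 nM) in the presence of 50 uM GDP is tracked fluorescently at 480/540 nm over 30 min. Signals are normalized to a 6.5 mM cAMP control.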
FUS yeast rescue = qHTS for Suppressors of FUS Proteinopathy: Primary screen using FUS-linked yeast assay; S. cerevisiae FUS-expressing, growth rescue, OD600, 24 h; Potency, µM (titrated, usually from 76.6 µM), inactives show at the highest dose growth rescue (activation), hits mostly activators; actives 0.24% (n = 390,000);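 further: potency means the concentration at half of the fitted maximal effect; plate controls were DMSO vehicle for no effect and reference control for full effect; nearly all actives have a fitted effect of over 55% in size; some results filed as inactive show a strong effect at the top dose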
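Quantitative HTS measuring growth restoration of FUS-toxic yeast. Galactose-induced cells (OD 0.005) were exposed 24hr at 30C to compounds at several concentrations, then absorbance at 600 nm was recorded.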
PI5P4Ka inh = qHTS for Inhibitors of phosphatidylinositol 5-phosphate 4-kinase (PI5P4K); Phosphatidylinositol 5-phosphate 4-kinase type-2 alpha (Homo sapiens), P48426; PI5P4Kalpha enzyme, ADP-Glo luminescence, 60 min; active compounds read low; max response, %; actives 1.2% (n = 330,000); AID 652105, 2013; active means max response of -50% or lower; inconclusive means between -30% and -50%; inactive means -30% or higher; further: value at the top dose of about 77 µM; on the % scale 0 is the no-effect control and ±100 the full control effect
Target sequence (P48426 whole entry, looked up): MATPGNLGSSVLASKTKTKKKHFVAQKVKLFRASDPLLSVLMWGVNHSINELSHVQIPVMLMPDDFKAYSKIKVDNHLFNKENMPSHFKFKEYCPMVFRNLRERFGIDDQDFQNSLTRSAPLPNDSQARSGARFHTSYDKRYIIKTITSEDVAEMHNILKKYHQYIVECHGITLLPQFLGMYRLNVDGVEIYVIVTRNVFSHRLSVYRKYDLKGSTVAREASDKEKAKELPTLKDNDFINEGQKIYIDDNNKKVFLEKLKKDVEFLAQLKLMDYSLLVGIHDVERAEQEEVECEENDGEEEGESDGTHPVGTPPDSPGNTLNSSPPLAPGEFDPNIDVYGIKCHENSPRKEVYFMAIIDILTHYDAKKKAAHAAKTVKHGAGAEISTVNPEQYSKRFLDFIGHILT
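Controls without substrate or without enzyme flank wells where PI5P4Kalpha converts substrate using 5 microM ATP (final). Incubation lasts 60 minutes at room temperature; ADP formed is read by ADP-Glo luminescence.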
IL2 activator = qHTS of IL-2 Activators. AID 652025, 2013. actives 0.065% (n = 360,000). IL-2 activation reporter assay, cell-based qHTS; stimulated with anti-CD3/CD4/CD28 beads; in transgenic mouse T cells. activation, % (series mostly up to about 46 µM); in the data active means activation above about 50%; inconclusive means mostly about 30% to 49%; further: 0% is about no effect
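Unstimulated transgenic mouse T cells; 60-min compound exposure; bead-based TCR/CD4/CD28 stimulation; 18 h culture, 37 degrees C; dual fluorescence (EGFP, DsRed) plate cytometry.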
EPAC1 antagonist = qHTS for Antagonist of cAMP-regulated guanine nucleotide exchange factor 3 (EPAC1): primary screen | actives 0.14% (n = 360,000) | EPAC1 GEF assay, Rap1b-BODIPY-GDP exchange fluorescence | Rap guanine nucleotide exchange factor 3 (Homo sapiens), O95398 | Potency, µM (highest dose often 115 µM), for the others: at the top dose activity change, negative = inhibition, most hits filed as inhibitors;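 further: potency means the concentration at half of the fitted maximal effect; plate controls were vehicle for no effect and positive control for full effect; nearly all actives have a fitted effect of over 50% in size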
aSyn rescue = qHTS of alpha-syn Inhibitors. actives 0.14% (n = 370,000). Potency, µM (titrated, usually from 46.1 µM), without a hit: top-dose growth rescue (activation), usual class: activators. Yeast expressing alpha-synuclein, growth rescue, BacTiter-Glo, 24 h; further: potency means the concentration at half of the fitted maximal effect; % of control where 0% means no effect; nearly all actives have a fitted effect of over 65% in size
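Screening used galactose-induced yeast with toxic alpha-synuclein levels, exposed to compound for 24 hr at 30 deg C. Cell growth, read with BacTiter-Glo luminescence, gave the measured signal.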
Abeta yeast res = qHTS for compounds that reverse cellular toxicity of Amyloid beta (A-beta) peptide in yeast: Primary Screen; actives 0.063% (n = 410,000); yeast expressing A-beta42, growth rescue, OD600, 48 h; response scale: 0% DMSO, 100% iron-clioquinol control; Potency, µM (top dose mostly 46.1 µM), for the others: top-dose growth rescue, hits mostly activators; further: potency means the concentration at half of the fitted maximal effect; nearly all actives have a fitted effect of over 55% in size
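Yeast A-beta toxicity model in growth medium with pinned compounds, 48 h at 30 C; growth read as absorbance at 600 nm. Normalized to FeCl3/clioquinol equimolar mix (positive) and DMSO (negative).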
* = called active by the depositor; ? = inconclusive; nt = no result given; & = joins results of further samples; [ ] = another dose, or the depositor's remark. Unless noted, the call rests on the fitted dose curve; in most records, active means well fitted curve in the direction sought with a large enough effect; inconclusive means small, poorly fitted or top-dose-only effect, or another doubt; inactive means no such curve, though single readings can be large; an effect the other way counts as inactive or inconclusive.

SMILES	PLK1 PBD block	WRN inhibitor	EPAC1 ag	FUS yeast rescue	PI5P4Ka inh	IL2 activator	EPAC1 antagonist	aSyn rescue	Abeta yeast res
COC(=O)CCC(=O)OC1(C)C(=O)C=C2C=C(C3CC3)N(Cc3ccco3)C=C2C1=O (stereo not given)	-12%	2%	-15%	24%	-10	0.5	-5%	-8%	-17%
CCCCOc1ccc(CC2CCC(=O)NC2=O)cc1 (stereo not given)	0%	8%	6%	-24%	-6	-0.1	-21%	-1%	-6%
O=C(O)CC(c1cccc2ccccc12)n1cccc1 (stereo not given)	-9%	-12%	6%	19%	2	-0.1	1%	1%	1%
COc1ccc(NC(=O)CNS(=O)(=O)c2cccs2)c(OC)c1	-15%	22%	1%	28%&0%	nt	-2.3	-10%	0%	-15%&6%
Cc1cc(OC(=O)c2ccccc2Br)cc(=O)n1C	21µM*	51%[activator]	16%	-20%	0	-0.5	-11%	13%	10%
CC(C)CCc1noc(CN(C)CCC2CCOCC2)n1	3%	1%	3%	-8%	10	-1.4	-15%	5%	16%
Cc1ccccc1NC(=O)COC(=O)c1c(-c2ccccc2)noc1C	-3%	-1%	-1%	3%	1	-0.2	-2%	0%[1.84 µM]	8%
CCOC(=O)CN1C(=O)C(=O)N(Cc2ccccc2F)C1=O	1%	5%	-3%	-7%	0	1.2	-10%	0%	3%
Cc1ccccc1NS(=O)(=O)c1ccc2c(c1)CCC(=O)N2	nt	nt	-5%	-9%	nt	2.0	-14%	nt	-1%
COc1ccc(NC(=O)CO/N=C/C(=O)Nc2ccccc2C)c([N+](=O)[O-])c1	-8%	-1%	-5%	25%	-4	1.4	15%	4%[1.84 µM]	6%
Cc1cc(C)nc(NN=C(c2ccccc2)c2ccccc2)n1	3%	-1%	11%	-14%	0	1.8	-5%	-15%	-20%
O=C(O)C1CCN(C(=O)c2cccc3ccccc23)CC1	-2%	5%	1%	11%	-3	0.0	16%	2%	0%
O=C(NCc1cccnc1)c1ccc(S(=O)(=O)Nc2ccccc2)cc1	-9%	-11%	-8%	23%	-4	-0.7	?	-3%	5%
Cc1nc(SCC(=O)Nc2ccc(C)c(F)c2)c2oc3ccccc3c2n1	-1%	-2%	-2%	-11%	1	-1.3	4%	4%	15%
Cc1nn(C)c(C)c1/C=C1/SC(=S)NC1=O	-7%	-2%	3%	nt	-78*	-0.2	?	-11%	10%
CCc1nnc(NC(=O)Cc2ccc(Br)cc2)s1	-9%	10%	0%	5%	0	0.1	-3%	0%	-1%
Cc1ccc(S(=O)(=O)N2[C@@H](c3ccc(Br)cc3)C(C(=O)O)=CC[C@H]2c2cccc(Cl)c2)cc1	?	-16%	-8%	?	3	1.3	-4%	-2%	-19%
Cc1onc(-c2c(Cl)cccc2Cl)c1C(=O)NC(=S)Nc1sc2c(c1C(N)=O)CCC(C)C2 (stereo not given)	?	-9%	4%	1%	-4	3.2	10%	4%	12%
Cc1ccc(C(=O)c2c[nH]c(C(=O)NCCCN3CCOCC3)c2)cc1	0%	0%	2%	22%	nt	-2.0	2%	3%	-15%
CCOP(=O)(OCC)c1nc(-c2ccc(Cl)cc2)oc1NCc1ccccc1	-6%	-5%	-12%	?	8	-1.1	-7%	10%	-16%
CCOc1cc(/C=C2\SC(N3CCCCC3)=NC2=O)ccc1O	27%	-3%[57.1 µM]	21%	-25%	1	-0.7	-5%	-15%	-20%
CCOC(=O)COc1ccccc1C1Nc2ccccc2C(=O)N1c1cccc(Cl)c1 (stereo not given)	-5%	-27%[57.1 µM]	13%	?	nt	-0.6	-4%	?	-29%
COc1ccc(NC(=O)NNC(=O)C(C)Oc2ccc3ccccc3c2)cc1OC (stereo not given)	6%	1%	6%	9%	1	-0.2	3%	-1%	-7%
CCN(CC)S(=O)(=O)c1ccc(=O)n(CC(=O)N2Cc3ccccc3CC2C(N)=O)c1 (stereo not given)	-6%	3%	2%	7%	10	-0.6	-10%	-1%	3%
CCOC(=O)C1=C(c2ccccc2)N=C2SCC(=O)N2C1c1ccc(O)c(OC)c1 (stereo not given)	-4%	-11%	14%	34%	nt	-1.9	-7%	4%	0%
COc1ccc(C2CC(=O)c3c(C)nc(N4CCN(c5ccccc5)CC4)nc3C2)cc1 (stereo not given)	?	0%	5%	1%	-3	4.7	-1%	2%	-2%
CCc1cccc(OCCOC(=O)CNS(=O)(=O)c2ccc(NC(C)=O)cc2)c1	-1%	5%	-10%	20%	10	-1.5	16%	1%	3%
COC(=O)c1ccccc1N(C)S(=O)(=O)c1cc2c(cc1C)OCC(=O)N2	3%	3%	-4%	5%	-6	0.9	-4%	7%	9%
O=C(Nc1nnc(-c2ccc(Cl)cc2)o1)C1=COCCO1	-4%	-1%	2%	nt	6	0.3	-5%	4%	?
COc1ccc(/C=C(\C#N)c2n[nH]c(Cn3cncn3)n2)cc1	-15%	-33%	-5%	32%	-12	-0.5	-18%	-2%	-5%
Cc1c(C(=O)NCc2ccc(C#N)cc2)sc(=O)n1Cc1ccc(C(=O)N(C)C)cc1	-11%	1%[57.1 µM]	13%	-1%	-2	-0.4	-1%	2%	-10%
C/C(=N\NC(=O)COc1ccc(C)cc1Br)c1cc([N+](=O)[O-])cs1	-6%	-11%	1%	24%	-1	-4.0	-2%	12%	22%
CCCCOCCCNC(=O)C[C@@H]1C[C@@]2(C(=O)OCC)CCCC=C2N(Cc2cccc3ccccc23)C1=O	-3%	-7%	-9%	?	6	-0.8	-18%	19%	0%
O=C(O)c1ccc2c(c1)C(=O)N(N1C(=O)c3ccccc3C1=O)C2=O	-6%	-22%	7%	nt	-9	-0.1	-16%	-2%	-6%
COc1cc(C(=O)OCC(=O)c2c[nH]c3ccccc23)ccc1OCC(=O)N1CCOCC1	-7%	-3%	6%	?	-3	-2.1	-9%	0%	4%
O=C(c1ccccc1)n1nc(-c2ccccc2)nc1NCc1ccco1	-4%	-10%	8%	-7%	5	0.3	0%	-7%	-8%
O=c1c2ccc([N+](=O)[O-])cc2ncn1CCOc1ccc(Cl)cc1	4%	0%	2%	-2%	0	0.5	10%	7%	-37%[inhibitor]
COC(C[C@H](O)C[C@@H](O)COCc1ccccc1)OC	0%	11%	-9%	-8%	7	0.4	2%	-9%	-18%
c1ccc(SCCOCCN2CCc3ccccc3C2)cc1	-8%	7%	4%	16%	5	-2.9	-21%	-1%	-6%
CCCCn1c(=O)c2c(O)cc(=O)oc2c2ccccc21	-6%	-8%	4%	nt	1	0.2	3%	14%	-9%

Quoted at random: three entries already listed
SMILES	PLK1 PBD block	WRN inhibitor	EPAC1 ag	FUS yeast rescue	PI5P4Ka inh	IL2 activator	EPAC1 antagonist	aSyn rescue	Abeta yeast res
O=C(c1ccccc1)n1nc(-c2ccccc2)nc1NCc1ccco1	-4%	-10%	8%	-7%	5	0.3	0%	-7%	-8%
CCN(CC)S(=O)(=O)c1ccc(=O)n(CC(=O)N2Cc3ccccc3CC2C(N)=O)c1 (stereo not given)	-6%	3%	2%	7%	10	-0.6	-10%	-1%	3%
COc1ccc(C2CC(=O)c3c(C)nc(N4CCN(c5ccccc5)CC4)nc3C2)cc1 (stereo not given)	?	0%	5%	1%	-3	4.7	-1%	2%	-2%

The list goes on:
SMILES	PLK1 PBD block	WRN inhibitor	EPAC1 ag	FUS yeast rescue	PI5P4Ka inh	IL2 activator	EPAC1 antagonist	aSyn rescue	Abeta yeast res
COc1ccc(C(C)NC(=O)C2CCCC2)cc1 (stereo not given)	-13%	14%	-1%	19%	3	-1.0	-15%	-6%	2%
Cc1cc(C)c(C(N)=O)c(Cl)n1	4%	-6%	7%	-38%	-1	0.0	-3%	-2%	-11%
CC(C)C(N)c1csc(NC(=O)Nc2ccc(OC(F)(F)F)cc2)n1 (stereo not given)	1%	-9%	-16%	10%	-9	-0.6	-1%	-23%	25%
Cn1c(=O)oc2cc(S(=O)(=O)NCCC(=O)NCCc3ccc(Cl)cc3)ccc21	-11%	-3%	5%	-4%	nt	-4.1	4%	0%	-9%
Cc1ccc(C)c(C(=O)CN2Cc3ccccc3C2=O)c1	-1%	?	8%	-32%	-3	1.5	-8%	2%	-1%
O=S(=O)(NC1CCCCC1)c1ccc(Cl)s1	-11%	-12%	9%	8%	nt	-2.1	-9%	4%	8%
Nc1cc(N)cc(-c2nc3ccccc3o2)c1	-4%	-1%	1%	7%	-7	-1.9	-4%	1%	3%
CCOC(=O)c1c(C)[nH]c(C2=NNC(=NC3CC3)SC2)c1C	30µM*	5%	14%	11%	-5	0.6	-3%	-8%	-1%
COc1ccc(NC(=O)CCN2CCN(S(=O)(=O)c3cc(Cl)ccc3Cl)CC2)cc1	-2%	-12%	8%	0%	nt	-0.5	-10%	11%	14%
CCN(CC)C(=O)[C@H]1CC(CC(=O)NCc2cccc(C(F)(F)F)c2)C(=O)N2CCc3c([nH]c4ccccc34)[C@]12C (stereo not given in full)	-1%	-2%	-19%	?	5	-0.1	-4%	10%	6%
CC(C)NC(=O)c1ccccc1NC(=O)c1ccccc1N(C)S(C)(=O)=O	-4%	3%	11%	20%	nt	2.1	0%	7%	-11%
COc1ccc(C2CC(=O)Nc3ccccc3S2(=O)=O)cc1OC (stereo not given)	-12%	-24%	8%	21%	-11	-0.6	3%	1%	-10%
Cc1nn(-c2ccccc2)c(Cl)c1/C=N/NC(=O)CCNc1n[nH]c(=O)[nH]c1=O	-1%	-8%	-10%	2%	0	2.1	-9%	0%	12%
Fc1ccccc1-c1nnc2n1N=C(c1ccc(OC(F)F)c(OCC3CC3)c1)CS2	nt	nt	0%	-3%	nt	-2.1	-27%	nt	-12%
